High-throughput results: PubChem BioAssay, National Center for Advancing Translational Sciences (NCATS)
CBFb-RUNX1 inh: qHTS Assay for Compounds Blocking the Interaction Between CBF-beta and RUNX1 for the Treatment of Acute Myeloid Leukemia; Potency, µM (top dose mostly 59.8 µM), for the others: at the top dose activity, negative = inhibition, actives largely listed as inhibitors; 230,000 tested, under 10 active; AlphaScreen CBFb-His/RUNX1-biotin binding, biochemical; Runt-related transcription factor 1 (Homo sapiens) + Core-binding factor subunit beta …; AID 1477, 2009; further: % of control where 0% means no effect
Target sequence (Q01196 whole entry, looked up): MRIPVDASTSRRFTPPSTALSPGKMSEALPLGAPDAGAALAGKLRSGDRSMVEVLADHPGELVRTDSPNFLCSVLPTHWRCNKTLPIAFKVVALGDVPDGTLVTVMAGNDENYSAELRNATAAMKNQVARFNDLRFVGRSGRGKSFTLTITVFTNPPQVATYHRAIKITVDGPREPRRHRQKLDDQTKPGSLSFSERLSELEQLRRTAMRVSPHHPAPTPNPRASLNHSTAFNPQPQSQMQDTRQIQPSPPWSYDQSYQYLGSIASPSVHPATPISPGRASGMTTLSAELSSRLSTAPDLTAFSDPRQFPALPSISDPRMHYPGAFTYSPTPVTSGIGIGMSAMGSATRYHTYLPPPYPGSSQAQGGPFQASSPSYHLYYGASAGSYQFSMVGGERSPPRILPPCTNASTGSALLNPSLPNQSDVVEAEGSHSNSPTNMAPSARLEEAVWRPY
Target sequence (Q13951 whole entry, looked up): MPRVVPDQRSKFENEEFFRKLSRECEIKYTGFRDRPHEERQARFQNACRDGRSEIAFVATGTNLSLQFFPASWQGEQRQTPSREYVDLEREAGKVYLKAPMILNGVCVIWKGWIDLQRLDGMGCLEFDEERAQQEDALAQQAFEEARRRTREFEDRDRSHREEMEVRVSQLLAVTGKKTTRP
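Interaction loss through any mechanism counts as activity. Pre-formed complex of His-CBF-beta and biotin-RUNX1 (30 nM apiece) is incubated with compound 15 min, then with 50 ng nickel and 50 ng streptavidin beads for 90 min before AlphaScreen detection.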
IMPase Li cell: qHTS Assay for Identifying the Cell-Membrane Permeable IMPase Inhibitors: Potentiation with Lithium | CHO-M1 cells, IP1 TR-FRET (IP-One), carbachol + lithium | Potency, µM (doses to about 59.4 µM), for inactives: top-dose activity, negative = IMPase inhibition, most hits filed as inhibitors | actives 0.35% (n = 210,000);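 further: IP1 builds up when IMPase is blocked and the TR-FRET signal falls; potency means the concentration at half of the fitted maximal effect; plate controls were basal vehicle for no effect and high inhibitor control for full effect; nearly all actives have a fitted effect of over 50% in size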
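Steps: plate 2000 CHO-M1 cells per well and culture 16–30 h; add compound and lithium; incubate 30 min, 37C; add d2-IP1 tracer and Eu cryptate anti-IP1 antibody in lysis buffer; read after 10 min at room temperature.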
aGal spleen mod: qHTS Assay for Inhibitors and Activators of Human alpha-Galactosidase From Spleen Homogenate; human spleen homogenate, 4MU-alpha-Gal fluorescence, 40 min; AID 2107, 2009; Potency, µM (series often up to 80 µM), without a hit: top-dose activity change, negative = inhibition, actives largely listed as inhibitors; Alpha-galactosidase A (Homo sapiens), P06280; actives 0.008% (n = 240,000);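 further: potency means the concentration at half of the fitted maximal effect; 0% = enzyme with vehicle and -100% = no enzyme basal signal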
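Human spleen homogenate (1 ug) was the enzyme source, with 4-methylumbelliferyl-alpha-D-galactopyranoside (1 mM final) in pH 5.0 citrate buffer with 0.01% Tween-20. Compounds were titrated; after 40 min at 37C, NaOH/glycine stop, 4-MU fluorescence read; AC50 from Hill fits.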
LMNA splice mod: qHTS Assay for Modulators of Lamin A Splicing; Potency, µM (doses to about 46.1 µM), inactives show at the top dose ratio change, negative = inhibition, usual class: inhibitors; HeLa LMNA splicing GFP/RFP minigene ratio, 48 h; actives 0.01% (n = 200,000); active means well fitted inhibition curve with a large enough effect in the signal ratio, with a control signal flat, not every such curve was filed as active; inconclusive means small, poorly fitted or top-dose-only effect, or effect the other way, or a change in a side signal; the % refers to the signal ratio; further: potency means the concentration at half of the fitted maximal effect; on the % scale 0 is the no-effect control and ±100 the full control effect
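Read-out is the ratio of GFP to DsRed2 object intensity, acquired by 488 nm laser-scanning cytometry on HeLa lamin A-EGFP minigene reporter cells. Compound incubation 48 hrs at 37 °C in Opti-MEM with 2% FBS; DMSO 0.5% final.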
Epigenetic reg: Quantitative High-Throughput Screen for Regulators of Epigenetic Control; AID 1865, 2009; actives 0.2% (n = 280,000); Potency, µM (top dose mostly 53.9 µM), for inactives: at the top dose GFP activation, hits mostly activators; murine LDR cells, GFP reporter derepression, 30 h; further: potency means the concentration at half of the fitted maximal effect; % of control where 0% means no effect; nearly all actives have a fitted effect of over 60% in size
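Reporter derepression read as number of fluorescent GFP-positive objects, 20-120 um in size, counted by laser-scanning cytometer. Mouse LDR line with an epigenetically silenced CMV-GFP locus; compound incubation 30 h, 37 C.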
KinaseGlo FLuc: Counterscreen for Luciferase (Kinase-Glo TM) Inhibition | Potency, µM (doses to about 38.3 µM), for inactives: top-dose activity change, negative = inhibition, hits mostly inhibitors | actives 0.28% (n = 200,000) | Luciferin 4-monooxygenase (Photuris pensylvanica), Q27757 | Kinase-Glo luciferase, ATP luminescence, 8 min; further: potency means the concentration at half of the fitted maximal effect; on the % scale 0 is the no-effect control and ±100 the full control effect; nearly all actives have a fitted effect of over 60% in size
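Compound is pinned into ATP-containing buffer (10 uM ATP, imidazole pH 7.2, 7 mM MgCl2). Kinase-Glo luciferase reagent is then added. Light output is recorded following an 8-min room-temperature incubation.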
NPSR antag: qHTS Assay for Antagonists of the Neuropeptide S Receptor: cAMP Signal Transduction | CHO-NPSR cells, cAMP TR-FRET, antagonist mode | Potency, µM (highest dose often 38.3 µM), inactives show at the top dose activity change, negative = inhibition, most hits filed as inhibitors | actives 1% (n = 220,000) | AID 1461, 2008; further: potency means the concentration at half of the fitted maximal effect; on the % scale 0 is the no-effect control and ±100 the full control effect; nearly all actives have a fitted effect of over 50% in size; many of its hits are not listed in these tables
Target sequence (Q6W5P4 whole entry, looked up): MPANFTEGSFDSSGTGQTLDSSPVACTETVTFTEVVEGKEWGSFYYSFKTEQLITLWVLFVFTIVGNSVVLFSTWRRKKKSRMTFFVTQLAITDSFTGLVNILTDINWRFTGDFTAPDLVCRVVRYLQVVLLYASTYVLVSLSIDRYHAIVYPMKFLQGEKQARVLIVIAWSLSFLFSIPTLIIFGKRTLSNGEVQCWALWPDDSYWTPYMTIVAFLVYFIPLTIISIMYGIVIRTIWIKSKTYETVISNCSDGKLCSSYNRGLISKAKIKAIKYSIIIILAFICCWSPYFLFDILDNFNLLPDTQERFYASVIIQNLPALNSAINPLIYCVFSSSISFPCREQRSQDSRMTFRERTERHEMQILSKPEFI
The depositor's hits bear a star; ? = inconclusive; · = not tested or not shown; & = joins results of further samples; [ ] = remark or other dose. Unless noted, the call rests on the fitted dose curve; in most records, active means well fitted curve in the direction sought with a large enough effect; inconclusive means small, poorly fitted or top-dose-only effect, or another doubt; inactive means no such curve, though single readings can be large; an effect the other way counts as inactive or inconclusive.

Every second line gives: LMNA splice mod	KinaseGlo FLuc	IMPase Li cell	Epigenetic reg	aGal spleen mod	NPSR antag	CBFb-RUNX1 inh
FC(F)(F)c1ccc(Cl)c(-n2c(-c3cc(-c4ccco4)[nH]n3)n[nH]c2=S)c1
    ·	·	·	1.1%	-22%	-27%	5%
Cc1nc2ccc(S(=O)(=O)N(C)CC(=O)NCc3ccc4c(c3)OCO4)cc2s1
    ?	-2%	-3%[38.3 µM]	-1.1%	5%	-2%[46.1 µM]	0%
COc1ccc(C(=O)O/N=C(/c2cccs2)C(C)(C)C)cc1
    ·	·	·	3.2%	5%	-15%	?
COCC(=O)N1CCC[C@@]2(CCN(C(=O)Nc3ccc(OC)cc3)C2)C1
    ·	-2%	13%	·	-7%	·	·
CCC(C)NC(=O)CCC(=O)NNc1nc2ccccc2c2nc(C)nn12 (stereo not given)
    -9%	1%	-3%	0.0%&1.5%	-5%	14%	2%
C=CCN1c2ccccc2[C@]23C[C@@H](C(=O)OC)N(C(=O)NCCC)C2=NC(C(=O)OC)=C(C(=O)OC)[C@H]13
    ·	·	·	8.1%	2%	-15%	-5%
NCc1c(O)ccc2ccccc12
    ?	·	·	4.3%	16%	-1%	4%
CCOC(=O)c1sc2ncn(/N=C/c3cccnc3)c(=O)c2c1C
    12%	-5%	48%[activator][38.3 µM]	3.6%	-1%	9%[46.1 µM]	4%
FC(F)(F)c1nnc(-c2ccccc2)nc1Sc1ccccc1
    ?	-3%	14%[38.3 µM]	?	-5%	?	2%
Cn1c(OCc2cccnc2)nc2c1c(=O)n(Cc1ccc(Br)cc1)c(=O)n2C
    -8%	-2%	30%[activator][38.3 µM]	-0.9%	12%	?	10%
Cc1onc(-c2ccccc2Cl)c1C(=O)NCc1ccc(N2CCCC2=O)cc1
    4%	3%	12%[38.3 µM]	1.1%	2%	-2%[46.1 µM]	1%
CC(C(=O)N1CCN(Cc2ccccc2)CC1)c1ccc([N+](=O)[O-])cc1 (stereo not given)
    ·	·	·	-1.7%	8%	-5%	-3%
O=c1c2ccccc2nnn1CCN1CCOCC1
    ·	·	3%	0.0%	7%	-7%	7%
CC(C)OC(=O)CSc1nnc(-c2cccnc2)n1N
    -6%	2%	-3%[38.3 µM]	-1.0%	-22%	3%[46.1 µM]	2%
COc1cc(/C=C2/NC(=O)N(CC(=O)Nc3cccc(C)c3)C2=O)ccc1OCC(N)=O
    -6%[9.22 µM]	0%	0%	1.7%[10.1 µM]	2%	-8%	-26%
O=C(COC(=O)CNC(=O)c1ccccc1)Nc1ccc(S(=O)(=O)N2CCCC2)cc1
    8%[46 µM]	5%	5%	1.3%	-8%	8%	-2%
N#Cc1ccc(CS(=O)(=O)c2nnnn2-c2ccccc2)cc1
    ·	-1%	13%	0.0%	5%	·	-5%
Cc1cc(C)nc(N2CCN(c3ncnc4c3cnn4Cc3ccc(Cl)cc3Cl)CC2)n1
    5%	-5%	-8%[38.3 µM]	0.0%	8%	-23%[46.1 µM]	2%
CCOC(=O)C(CC)n1nc(C)n2c(cc3sccc32)c1=O (stereo not given)
    -10%	2%	32%[38.3 µM]	-0.9%	-10%	-5%[46.1 µM]	10%
Cn1c(=O)c2c(ncn2CC(=O)N/N=C/C=C/c2ccccc2[N+](=O)[O-])n(C)c1=O
    ·	·	·	-1.2%	10%	-8%	16%
Oc1ccc(/C=N\Nc2nncc(-c3ccccc3)n2)cc1
    ·	·	·	2.9%	4%	-2%	-1%
O=C(CN1C(=O)CCC1=O)NCC12CC3CC(CC(C3)C1)C2
    ?	11%	-20%[38.3 µM]	0.7%	2%	-20%[46.1 µM]	-3%
CCOC(=O)C1NN=C(C(=O)c2ccccc2)C1c1ccccc1 (stereo not given)
    4%	-2%	8%	-1.0%	5%	-14%	-5%
O=C(NCCNC(=O)C(F)(F)F)c1ccncc1
    1%	·	·	2.4%	5%	10%[46.1 µM]	1%
O=C(NNC(=O)c1cc(C(F)(F)F)cc(C(F)(F)F)c1)c1ccc(Cl)cc1
    ·	·	·	0.5%	2%	-17%	8%
CCN1CCN(C(c2cccnc2)c2cc(Cl)c3cccnc3c2O)CC1 (stereo not given)
    -10%	1%	-9%[38.3 µM]	?	-7%	-29%[46.1 µM]	-28%
O=C(Cn1nnc(-c2ccccc2)n1)Nc1ccc2c(c1)OCO2
    -6%	-3%	26%[38.3 µM]	0.0%	8%	-2%[46.1 µM]	2%
CCCN1C(=O)S/C(=C\c2ccc(N3CCOCC3)cc2C)C1=O
    6%	-2%	5%[38.3 µM]	0.0%	-5%	-27%[46.1 µM]	3%
CC(=O)NCC(=O)NC(C(=O)Nc1ccc2c(c1)OCCO2)c1ccc(C)cc1 (stereo not given)
    -7%	1%	21%[38.3 µM]	0.0%	23%	-7%[46.1 µM]	-2%
Cc1ccc(CN(Cc2ccco2)C(=S)NCC(=O)O)cc1
    -2%	·	·	-0.9%	3%	-2%[46.1 µM]	1%
O=S(=O)(c1ccc(Cl)nc1)N1CCCc2ccccc21
    ?	6%	-5%	-1.9%	5%	1%	-3%
Cc1ccc(NCC(=O)N/N=C/c2cc(O)ccc2[N+](=O)[O-])cc1
    -6%[46 µM]	3%	3%	-5.1%	-2%	-22%	-14%
CCOC(=O)Cn1c(=O)oc2cc(S(=O)(=O)N(C)Cc3ccccc3)ccc21
    ·	·	·	-3.0%	6%	6%	6%
CC(C)(C)C(=O)Nc1cccc(C(=O)c2cccc(NC(=O)C(C)(C)C)c2)c1
    -10%	-6%	0%[38.3 µM]	5.3%	2%	?	4%
COc1ccc(OC)c(Nc2nc(-c3cccs3)cs2)c1
    2%	6%	9%	-9.7%	-2%	-18%[46.1 µM]	-17%
O=C(CCCCCNC(=O)c1ccccc1)N/N=C/c1ccc(O)cc1O
    -4%	2%	8%	0.0%	8%	-7%[46.1 µM]	-14%
Cc1cccc(N(C(=O)Cn2nnc3ccccc32)C(C(=O)NCc2ccco2)c2ccncc2)c1 (stereo not given)
    0%	2%	28%[38.3 µM]	-1.0%	4%	-18%[46.1 µM]	-3%
Cc1[nH]c(=O)[nH]c(=O)c1CSc1nnc([C@H](CC(C)C)NC(=O)OC(C)(C)C)o1
    15%	0%	-6%[38.3 µM]	-1.0%	-9%	-10%[46.1 µM]	-6%
Cc1ccc(OCC(O)CN2CC3(C)CC2CC(C)(C)C3)cc1 (stereo not given)
    -8%	1%	-2%	0.0%	-8%	-5%[46.1 µM]	-4%
Cc1ccccc1CN(C)CC(=O)Nc1cccc(S(=O)(=O)N(C)c2ccccc2)c1
    ·	3%	7%	-6.7%	-1%	-39%	-2%
Cc1oc2c(CN3CCCC3)c(O)ccc2c(=O)c1-c1ccccc1
    9%	-5%	-21%[38.3 µM]	2.6%	?	-19%[46.1 µM]	6%
O=C1c2ccccc2C(=O)N1CCCSc1nc2ccccc2o1
    2%	0%	-1%[38.3 µM]	-1.8%	-1%	-24%[46.1 µM]	23%
COc1ccc(CC(=O)NCc2ccccc2)cc1S(=O)(=O)N1CCOCC1
    -11%	-3%	6%	0.0%	3%	0%[46.1 µM]	13%
O=C(Nc1cccc2ccccc12)c1ccc([N+](=O)[O-])s1
    ?	1%	-8%	2.5%	-3%	-5%	2%
Cc1nn(Cc2ccccc2Cl)c(C)c1NC(=O)c1nc2ncccn2n1
    -5%	1%	-9%	-1.0%	-10%	-1%[46.1 µM]	-2%
COC(=O)c1ccc(C(NC(=O)OCc2ccccc2)/C(F)=C/[C@@H](C)C(=O)NCc2ccc(-c3ccccc3)cc2)cc1 (stereo not given in full)
    ?	2%&0%	2%&-3%	0.3%&6.7%	2%&0%	-1%	0%[2.36 µM]
CCOC(=O)C(CCCCCOc1ccccc1[N+](=O)[O-])C(=O)OCC
    -7%	0%	19%	-1.1%	0%	-1%	0%
CCC(=O)c1ccc(OCCSc2ncccn2)cc1
    25%	-3%	6%[38.3 µM]	1.7%	-9%	-19%[46.1 µM]	12%
O=c1c2ccccc2nc(SCc2cccc(F)c2)n1-c1cccc(S(=O)(=O)N2CCCC2)c1
    ?	0%	5%	-1.3%	-4%	-15%	-3%

Molecules from the list above with fluorine:
Every second line gives: LMNA splice mod	KinaseGlo FLuc	IMPase Li cell	Epigenetic reg	aGal spleen mod	NPSR antag	CBFb-RUNX1 inh
FC(F)(F)c1ccc(Cl)c(-n2c(-c3cc(-c4ccco4)[nH]n3)n[nH]c2=S)c1
    ·	·	·	1.1%	-22%	-27%	5%
FC(F)(F)c1nnc(-c2ccccc2)nc1Sc1ccccc1
    ?	-3%	14%[38.3 µM]	?	-5%	?	2%
O=C(NCCNC(=O)C(F)(F)F)c1ccncc1
    1%	·	·	2.4%	5%	10%[46.1 µM]	1%
O=C(NNC(=O)c1cc(C(F)(F)F)cc(C(F)(F)F)c1)c1ccc(Cl)cc1
    ·	·	·	0.5%	2%	-17%	8%
COC(=O)c1ccc(C(NC(=O)OCc2ccccc2)/C(F)=C/[C@@H](C)C(=O)NCc2ccc(-c3ccccc3)cc2)cc1 (stereo not given in full)
    ?	2%&0%	2%&-3%	0.3%&6.7%	2%&0%	-1%	0%[2.36 µM]
O=c1c2ccccc2nc(SCc2cccc(F)c2)n1-c1cccc(S(=O)(=O)N2CCCC2)c1
    ?	0%	5%	-1.3%	-4%	-15%	-3%

These rows are one share of the data; count on the stated rates, not on these rows.
